Bioassay records: PubChem, Southern Research Specialized Biocontainment Screening Center
Salmonella PhoP GFP – Inhibition of PhoP regulon, Salmonella typhi GFP reporter cells, confirmation, 4 h (AID 1850). Salmonella Typhi PhoP-promoter GFP reporter, fluorescence, 4 h; higher % means a stronger effect. inhibition, % at 50 µM, or IC50 in µM where a hit was titrated. 310,000 compounds, 0.33% hits; in the data active = a potency from the dose series; inconclusive = inhibition mostly from about 25% at the one dose, without a potency; inactive = the rest, 99 in 100 with inhibition below about 19%;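 note: 0% = induced wells with vehicle and 100% = uninduced wells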
H1N1 NS1A inhibition – NS1A inhibition, H1N1 influenza, cell based functional assay (AID 504329); 340,000 compounds, 0.3% hits; NS1A functional cell-based assay, percent inhibition; higher % means a stronger effect; one-dose inhibition, % at 12.5 µM; IC50 in µM for titrated hits; in the data active = a potency from the dose series; inconclusive = inhibition above about 27% without an active follow-up result; note: strong numbers were not always called active
H37Rv inhibition – M. tuberculosis growth inhibition, HTS (AID 449762); M. tuberculosis H37Rv growth inhibition, 7H9 media; higher % means a stronger effect; inhibition, % at 25 µM, or IC50 in µM where a hit was titrated; 330,000 compounds, 0.59% hits; in the data active = a potency from the dose series; inconclusive = inhibition above about 70% without an active follow-up result;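 note: bacterial growth assessed after seven days of incubation; strong numbers were not always called active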
inhibitors of VEEV – inhibitors of VEEV TC-83 cytopathic effect, confirmation, Vero cells (AID 588727); Vero cells, VEEV TC-83 cytopathic effect inhibition; higher % means a stronger effect; inhibition, % at 20 µM; hits with a dose series show IC50 in µM; 350,000 compounds, 0.13% hits; in the data active = a potency from the dose series; inconclusive = inhibition mostly from about 14% at the one dose, without a potency; inactive = the rest, 99 in 100 with inhibition below about 12%; note: strong numbers were not always called active
tuberculosis growth – growth inhibition of non-replicating M. tuberculosis (AID 488890); Mycobacterium tuberculosis non-replicating, growth inhibition; higher % means a stronger effect; 320,000 compounds, 0.39% hits; one-dose inhibition, % at 25 µM; IC50 in µM for titrated hits; in the data active = a potency from the dose series; inconclusive = inhibition mostly from about 82% at the one dose, without a potency; inactive = the rest, 99 in 100 with inhibition below about 76%;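 note: plate controls were DMSO cells for no effect and high antibiotic wells for full effect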
inhibitors of VEEV 10K pilot screen – second read-out of inhibitors of VEEV, no call of its own (marks repeat the call); inhibition, %; measured here: 10K pilot screen inhibition
* hit, by the source's call; i = inactive; ? = inconclusive; / = no result given.

SMILES	Salmonella PhoP GFP	H1N1 NS1A inhibition	H37Rv inhibition	inhibitors of VEEV	tuberculosis growth	others
CCCOc1ccc(CNC(=O)Cn2ncc3ccccc32)cc1	1%	-7%	13%	0.5%	2%
O=C(COC(=O)c1ccccc1C(=O)N1CCN(c2ccc(F)cc2)CC1)NCc1ccccc1	2%	5%	-7%	i	11%
COc1cccc(NC(=O)CN(C)C(=O)c2ccc(NC3CC3)c([N+](=O)[O-])c2)c1	/	10%	2%	0.4%	34%
C=CCNc1oc(-c2ccco2)nc1S(=O)(=O)c1ccccc1	12%	1%	0%	i	17%
O=C(NNC(=O)c1cc2cc3ccccc3nc2s1)c1ccc(F)cc1	-6%	2%	-1%	0.5%	-5%
Cc1cc(C(F)(F)F)nn1CC(=O)N1CCCC1	2%	-2%	-3%	0.4%	-13%
CCOC(=O)C1CCN(Cc2ccc(-c3ccccc3)cc2)CC1	-4%	-6%	6%	1.1%	i
CCC(Sc1nc(C)cc(C)n1)C(=O)Nc1ccc(S(N)(=O)=O)cc1 (stereo unspecified)	-1%	11%	3%	4.4%	2%
CCCCN1CC[C@H]2C=CC[C@@H](C(=O)Nc3ccccc3)[C@H]2C1=O	-5%	-17%	-4%	0.2%	-7%
Cc1ccc(CNC(=O)C2CC3Cn4c(nc5cc(C)c(C)cc54)C3N2C)o1 (stereo unspecified)	3%	-2%	0%	0.8%	12%
CCOc1ccc(C2C(C(=O)c3ccco3)=C(O)C(=O)N2CCN2CCOCC2)cc1 (stereo unspecified)	2%	0%	6%	0.8%	24%
CC(C)C[C@H]1CN=C(Nc2ccccc2)N1CC1CCCCCC1	11%	2%	22%	i	76%	inhibitors of VEEV 10K pilot screen=0.0
COc1ccc(C2N(S(=O)(=O)c3ccccc3)CCN2S(=O)(=O)c2ccc(C)cc2)cc1 (stereo unspecified)	-9%	0%	-6%	i	12%
O=C(O)c1cc(Cl)ccc1-c1ccc(/C=C/c2cc(C(F)(F)F)[nH]c(=O)n2)o1	-122%	1%	3%	0.6%	10%	inhibitors of VEEV 10K pilot screen=1.0
COc1cc(/C=N/Nc2ccnc(=O)[nH]2)ccc1O	7%	3%	-2%	0.4%	-22%
O=C(CSC1=NS(=O)(=O)c2cc(F)ccc2N1)Nc1ccccc1	5%	13%	4%	2.2%	23%
O=C(COc1ncnc2c(Cl)cc(Cl)cc12)NC1CCCCCC1	3%	3%	-8%	0.8%	1%
Cc1ccc(N(C(C)C(=O)N2CCCC2)S(C)(=O)=O)cc1 (stereo unspecified)	6%	1%	2%	0.1%	1%
Cc1cccc(NC(=O)Cn2cc(C=O)c3ccccc32)c1	-5%	-1%	5%	i	-4%
CSc1ccccc1OCc1cc(C(=O)NCCc2nc(C)cc(C)n2)no1	/	-7%	/	3.7%	/
CC(Oc1ccc2c(-c3ccccc3)cc(=O)oc2c1)C(=O)NCCCN1CCOCC1 (stereo unspecified)	5%	2%	5%	i	16%
CCOc1ccc(NC(=O)[C@@H](NC(=O)c2ccccc2Br)C(C)C)cc1	-1%	-2%	-9%	0.4%	69%
COc1ccc(C(=O)NC(=S)Nc2ccc(CN3CCOCC3)cc2)cc1Cl	22%	14%	8%	3.5%	?
COc1ccccc1C1CCN(C(=O)c2ccco2)CC1	8%	0%	-1%	4.6%	30%
CC(=C/c1ccccc1)/C=N/NC(=O)c1cnccn1	3%	18%	-8%	1.9%	-14%
O=C1N=C(N2CCCCC2)S/C1=C\c1ccc(Cl)cc1	-3%	-4%	?	0.8%	65%
O=C(CSc1nnc(-c2ccco2)n1-c1ccccc1)NCc1ccco1	3%	9%	-5%	2.9%	-6%
COC1=C[C@@H]2C3=C([C@@H]2C1=O)[C@@H](NC(C)=O)CCc1cc(OC)c(OC)c(OC)c13	2%	2%	-5%	1.8%	-6%
NC(=O)C1CCN(C(c2ccccc2Cl)c2nnnn2Cc2ccc3c(c2)OCO3)CC1 (stereo unspecified)	8%	0%	8%	i	-23%
COc1ccc(CN2CCC(CNS(=O)(=O)c3cccc(C(F)(F)F)c3)CC2)cc1	6%	10%	-11%	i	15%
Cc1cccnc1NC(=O)Cn1nc([N+](=O)[O-])cc1C	6%	-5%	-12%	0.5%	3%
CCOc1ccc(NC(=O)CN(C)C(=O)Cc2c[nH]c3ccccc23)cc1OCC	-6%	-10%	1%	1.2%	-1%
CCOC(=O)c1c(C)c(C(=O)NCc2cccs2)c(C)n1C	-2%	2%	9%	0.9%	10%
CN(C)c1ccc(C2CC(=O)C=C(Nc3ccccc3N)C2)cc1 (stereo unspecified)	15%	/	-2%	0.0%	6%
COc1ccc(-n2cnnc2SCc2csc(-c3ccccc3)n2)cc1	-6%	-4%	-11%	i	16%
O=C(NNC(=S)Nc1ccc(F)cc1)[C@H]1C[C@@H]1c1ccccc1	-26%	/	9%	3.0%	59%
COc1ccccc1N1CCN(/N=C\c2sccc2C)CC1	-4%	23%	-2%	1.1%	2%	inhibitors of VEEV 10K pilot screen=0.5
Cc1cc(-c2cc(-c3ccc(Cl)cc3)nc(N)c2C#N)co1	7%	4%	-12%	3.9%	?
COc1ccc(CCNC(=O)c2ccc(C)s2)cc1OC	-9%	0%	2%	0.9%	16%
C[C@H](CO)N1C[C@H](C)[C@@H](CN(C)C(=O)Nc2ccc(C(F)(F)F)cc2)Oc2c(NC(=O)CCC(F)(F)F)cccc2C1=O	/	8%	5%	i	21%

Structures shown so far with a nitro group on carbon, in the order listed:
SMILES	Salmonella PhoP GFP	H1N1 NS1A inhibition	H37Rv inhibition	inhibitors of VEEV	tuberculosis growth	others
COc1cccc(NC(=O)CN(C)C(=O)c2ccc(NC3CC3)c([N+](=O)[O-])c2)c1	/	10%	2%	0.4%	34%
Cc1cccnc1NC(=O)Cn1nc([N+](=O)[O-])cc1C	6%	-5%	-12%	0.5%	3%

Additional compounds:
SMILES	Salmonella PhoP GFP	H1N1 NS1A inhibition	H37Rv inhibition	inhibitors of VEEV	tuberculosis growth	others
O=C(c1ccc(S(=O)(=O)N2CCCC2)cc1)N1CCCCC1	6%	-7%	5%	i	0%
O=C(N/N=C/c1c[nH]c2c1ccc1ccccc12)c1ccc([N+](=O)[O-])cc1	-9%	-8%	7%	0.3%	0%
Cc1ccc(Cn2cccc(NC(=O)c3ccco3)c2=O)cc1	5%	8%	-9%	0.1%	23%
COc1ccc(-n2c(C)nn(C)c2=O)cc1	-9%	1%	-2%	i	-6%
COCCCn1c(SCCc2ccccc2)nc2cc(OC)c(OC)cc2c1=N	-15%	6%	?	8.1%	58%
CC(C)Cn1c(C(C)C)nc([N+](=O)[O-])c1S(=O)(=O)c1ccc(F)cc1	-6%	-11%	-2%	i	45%
CCN(CC)CCNC(=O)c1c(O)c2cccc3c2n(c1=O)CCC3	/	10%	/	1.1%	/
CSc1nc(C)cc(SCC(=O)Nc2ccc(Cl)cc2Cl)n1	-1%	-1%	-5%	i	-3%
O=C(Nc1cccc(C(F)(F)F)c1)C(Sc1ncnc2ccccc12)c1ccccc1 (stereo unspecified)	-11%	3%	5%	1.2%	59%
CCSc1nnc(NC(=O)CC)s1	2%	-2%	-16%	0.9%	-21%
COC(=O)c1cc2occc2n1Cc1nc(-c2ccc(Cl)cc2)oc1C	-5%	1%	-3%	1.2%	/
COc1ccc(-n2cnnc2SCC(=O)N(C)c2ccccc2)cc1	-6%	-4%	2%	1.2%	0%
COc1ccc(NS(=O)(=O)c2ccc3oc4ccccc4c3c2)cn1	7%	-7%	7%	i	16%
O=C(O)/C(=C\c1ccco1)NC(=O)c1ccc(Br)o1	11%	0%	0%	i	3%
COc1ccc2[nH]c(C(=O)NCc3ccc4c(c3)OCO4)cc2c1	-6%	/	0%	6.9%	-2%
COc1ccccc1OCC(=O)Nc1ccc(S(=O)(=O)Nc2nc(C)cc(C)n2)cc1	-12%	0%	5%	i	13%
C[C@@H]1CN([C@H](C)CO)C(=O)c2cc(NC(=O)Nc3ccc(C(F)(F)F)cc3)ccc2O[C@H]1CN(C)S(=O)(=O)c1cccs1	/	15%	23µM*	0.5%	41%
O=C(C1COc2ccccc2O1)N1CCN(c2nc3ccc([N+](=O)[O-])cc3s2)CC1 (stereo unspecified)	-1%	-7%	-4%	0.7%	-11%
COc1cc(CC(=O)OCC(=O)NCc2ccc(C)cc2)cc(OC)c1OC	/	-3%	-8%	0.6%	39%
CCNC(=S)N1CCC(C(O)(c2ccccc2)c2ccccc2)CC1	-5%	3%	0%	1.7%	3%
CC(CC(C#N)(c1ccccc1)c1ccccc1)N1CCCCC1 (stereo unspecified)	/	2%	/	0.8%	/
CC12CCC(CC1=O)C2(C)C (stereo unspecified)	7%	-2%	-3%	i	-4%
CCc1ccc(CNC(=O)CC2C(=O)NCCN2Cc2ccccc2F)nc1 (stereo unspecified)	0%	9%	-2%	4.9%	24%
Cc1cccc(NC(=O)/C(=C/c2cccc([N+](=O)[O-])c2)NC(=O)c2cccs2)c1	-10%	-7%	-11%	1.5%	-2%
Cc1nc(SCC(=O)NCC2CCCO2)c2c3c(sc2n1)CCCC3 (stereo unspecified)	2%	-5%	22µM*	1.3%	54%
O=C(O)c1cccc(-n2c(/C=C/c3cccc([N+](=O)[O-])c3)nc3ccccc3c2=O)c1	5%	1%	8%	i	13%
COc1ccc(OC)c(NC(=O)CNC(=O)Cn2ccc3ccccc3c2=O)c1	8%	2%	-6%	0.1%	/
CCN1CCN(c2cc(C)c3cc(NC(=S)N(CC)CC)ccc3n2)CC1	2%	10%	1%	i	15%
CCOC(=O)c1c(C)[nH]c(C)c1C(=O)COC(=O)c1sccc1C	/	-9%	3%	0.9%	0%
C/C(=N\NC(=O)c1nnn(-c2nonc2N)c1CN1CCC(C)CC1)c1cccc(Br)c1	-1%	8%	4%	2.7%	-10%
CCc1nnc(NC(=O)CCC(=O)N2CCN(Cc3ccc(F)cc3)CC2)s1	6%	-1%	7%	2.1%	19%
N#CC1=C(N)Oc2cc(N)ccc2C1c1ccc(F)cc1F (stereo unspecified)	-3%	-9%	12%	0.3%	16%
COc1ccc(C(=O)N2CCN(C3CCCCC3)CC2)cc1OC	4%	0%	-4%	i	-11%
O=C(Cc1c[nH]c2ccccc12)Nc1nccs1	2%	0%	-11%	1.2%	-4%
CCOC(=O)N1CCN(C(=O)CCNS(=O)(=O)c2ccc(C)c(C)c2)CC1	0%	-3%	-4%	3.9%	2%
CNc1ccccc1NC(=O)CCn1c(=S)oc2ccccc21	-3%	1%	0%	2.8%	-1%
Cc1ccc(-c2c3c(nc4sc(C(N)=O)c(N)c24)CCC3)cc1	-10%	-21%	10%	0.4%	30%
COc1cc(COCC(O)CN2CCN(Cc3ccc4c(c3)OCO4)CC2)cc(OC)c1OC (stereo unspecified)	3%	3%	5%	1.6%	6%
COCc1nnc(NC(=O)CCCOc2ccccc2)s1	12%	-12%	-6%	i	38%
Cc1cccc(/C=N/NC(=O)c2cc(Br)ccc2O)n1	18%	-22%	36%	0.8%	78%

4 compounds picked at random from those above:
SMILES	Salmonella PhoP GFP	H1N1 NS1A inhibition	H37Rv inhibition	inhibitors of VEEV	tuberculosis growth	others
Cc1cccc(NC(=O)/C(=C/c2cccc([N+](=O)[O-])c2)NC(=O)c2cccs2)c1	-10%	-7%	-11%	1.5%	-2%
CC(CC(C#N)(c1ccccc1)c1ccccc1)N1CCCCC1 (stereo unspecified)	/	2%	/	0.8%	/
O=C(O)c1cccc(-n2c(/C=C/c3cccc([N+](=O)[O-])c3)nc3ccccc3c2=O)c1	5%	1%	8%	i	13%
CCOC(=O)N1CCN(C(=O)CCNS(=O)(=O)c2ccc(C)c(C)c2)CC1	0%	-3%	-4%	3.9%	2%

(listing goes on)
SMILES	Salmonella PhoP GFP	H1N1 NS1A inhibition	H37Rv inhibition	inhibitors of VEEV	tuberculosis growth	others
CCN(CC(=O)N1CCOCC1)S(=O)(=O)c1ccccc1	9%	5%	-2%	11%	-8%
N/C(=N\OC(=O)c1ccc2ccccc2c1)c1ccccn1	3%	1%	12%	1.6%	/	inhibitors of VEEV 10K pilot screen=9.7
O=C(O)c1cccc(-n2c(O)c(C=C3N=c4ccccc4=N3)sc2=S)c1	15%	27%	11%	4.2%	26%
Cc1cccc(C)c1N1CCc2cn[nH]c21	-5%	-5%	-3%	1.4%	/
COc1ccc(C2SCC(=O)N2C)cc1 (stereo unspecified)	-4%	3%	-5%	i	-37%
CC1=C(C(=O)OCC(C)C)C(c2ccsc2)NC(=O)N1 (stereo unspecified)	-2%	-8%	1%	1.6%	6%
CCc1ccc(C(=O)C(C)OC(=O)CN2C(=O)NC3(CCCC3)C2=O)cc1 (stereo unspecified)	/	9%	/	i	/
